# Source: PubChem BioAssay (National Center for Advancing Translational Sciences (NCATS))
# CXXC DNA block – qHTS Fluorescence Polarization Assay for Inhibitors of MLL CXXC domain - DNA interaction; AID 2662, 2010; MLL-CXXC / FITC-HOXA9 DNA fluorescence polarization; Potency, µM (series often up to 115 µM), without a hit: at the top dose activity change, negative = inhibition, hits mostly inhibitors; actives 0.037% (n = 290,000); active means well fitted inhibition curve with a large enough effect in the polarisation, with a control signal flat, not every such curve was filed as active; inconclusive means small, poorly fitted or top-dose-only effect, or effect the other way, or a change in a side signal; inactive means no such curve, though single readings can be large or run the other way; the % refers to the polarisation; further: potency means the concentration at half of the fitted maximal effect
# Target sequence (Q03164 whole entry, looked up, the tested form may be a part): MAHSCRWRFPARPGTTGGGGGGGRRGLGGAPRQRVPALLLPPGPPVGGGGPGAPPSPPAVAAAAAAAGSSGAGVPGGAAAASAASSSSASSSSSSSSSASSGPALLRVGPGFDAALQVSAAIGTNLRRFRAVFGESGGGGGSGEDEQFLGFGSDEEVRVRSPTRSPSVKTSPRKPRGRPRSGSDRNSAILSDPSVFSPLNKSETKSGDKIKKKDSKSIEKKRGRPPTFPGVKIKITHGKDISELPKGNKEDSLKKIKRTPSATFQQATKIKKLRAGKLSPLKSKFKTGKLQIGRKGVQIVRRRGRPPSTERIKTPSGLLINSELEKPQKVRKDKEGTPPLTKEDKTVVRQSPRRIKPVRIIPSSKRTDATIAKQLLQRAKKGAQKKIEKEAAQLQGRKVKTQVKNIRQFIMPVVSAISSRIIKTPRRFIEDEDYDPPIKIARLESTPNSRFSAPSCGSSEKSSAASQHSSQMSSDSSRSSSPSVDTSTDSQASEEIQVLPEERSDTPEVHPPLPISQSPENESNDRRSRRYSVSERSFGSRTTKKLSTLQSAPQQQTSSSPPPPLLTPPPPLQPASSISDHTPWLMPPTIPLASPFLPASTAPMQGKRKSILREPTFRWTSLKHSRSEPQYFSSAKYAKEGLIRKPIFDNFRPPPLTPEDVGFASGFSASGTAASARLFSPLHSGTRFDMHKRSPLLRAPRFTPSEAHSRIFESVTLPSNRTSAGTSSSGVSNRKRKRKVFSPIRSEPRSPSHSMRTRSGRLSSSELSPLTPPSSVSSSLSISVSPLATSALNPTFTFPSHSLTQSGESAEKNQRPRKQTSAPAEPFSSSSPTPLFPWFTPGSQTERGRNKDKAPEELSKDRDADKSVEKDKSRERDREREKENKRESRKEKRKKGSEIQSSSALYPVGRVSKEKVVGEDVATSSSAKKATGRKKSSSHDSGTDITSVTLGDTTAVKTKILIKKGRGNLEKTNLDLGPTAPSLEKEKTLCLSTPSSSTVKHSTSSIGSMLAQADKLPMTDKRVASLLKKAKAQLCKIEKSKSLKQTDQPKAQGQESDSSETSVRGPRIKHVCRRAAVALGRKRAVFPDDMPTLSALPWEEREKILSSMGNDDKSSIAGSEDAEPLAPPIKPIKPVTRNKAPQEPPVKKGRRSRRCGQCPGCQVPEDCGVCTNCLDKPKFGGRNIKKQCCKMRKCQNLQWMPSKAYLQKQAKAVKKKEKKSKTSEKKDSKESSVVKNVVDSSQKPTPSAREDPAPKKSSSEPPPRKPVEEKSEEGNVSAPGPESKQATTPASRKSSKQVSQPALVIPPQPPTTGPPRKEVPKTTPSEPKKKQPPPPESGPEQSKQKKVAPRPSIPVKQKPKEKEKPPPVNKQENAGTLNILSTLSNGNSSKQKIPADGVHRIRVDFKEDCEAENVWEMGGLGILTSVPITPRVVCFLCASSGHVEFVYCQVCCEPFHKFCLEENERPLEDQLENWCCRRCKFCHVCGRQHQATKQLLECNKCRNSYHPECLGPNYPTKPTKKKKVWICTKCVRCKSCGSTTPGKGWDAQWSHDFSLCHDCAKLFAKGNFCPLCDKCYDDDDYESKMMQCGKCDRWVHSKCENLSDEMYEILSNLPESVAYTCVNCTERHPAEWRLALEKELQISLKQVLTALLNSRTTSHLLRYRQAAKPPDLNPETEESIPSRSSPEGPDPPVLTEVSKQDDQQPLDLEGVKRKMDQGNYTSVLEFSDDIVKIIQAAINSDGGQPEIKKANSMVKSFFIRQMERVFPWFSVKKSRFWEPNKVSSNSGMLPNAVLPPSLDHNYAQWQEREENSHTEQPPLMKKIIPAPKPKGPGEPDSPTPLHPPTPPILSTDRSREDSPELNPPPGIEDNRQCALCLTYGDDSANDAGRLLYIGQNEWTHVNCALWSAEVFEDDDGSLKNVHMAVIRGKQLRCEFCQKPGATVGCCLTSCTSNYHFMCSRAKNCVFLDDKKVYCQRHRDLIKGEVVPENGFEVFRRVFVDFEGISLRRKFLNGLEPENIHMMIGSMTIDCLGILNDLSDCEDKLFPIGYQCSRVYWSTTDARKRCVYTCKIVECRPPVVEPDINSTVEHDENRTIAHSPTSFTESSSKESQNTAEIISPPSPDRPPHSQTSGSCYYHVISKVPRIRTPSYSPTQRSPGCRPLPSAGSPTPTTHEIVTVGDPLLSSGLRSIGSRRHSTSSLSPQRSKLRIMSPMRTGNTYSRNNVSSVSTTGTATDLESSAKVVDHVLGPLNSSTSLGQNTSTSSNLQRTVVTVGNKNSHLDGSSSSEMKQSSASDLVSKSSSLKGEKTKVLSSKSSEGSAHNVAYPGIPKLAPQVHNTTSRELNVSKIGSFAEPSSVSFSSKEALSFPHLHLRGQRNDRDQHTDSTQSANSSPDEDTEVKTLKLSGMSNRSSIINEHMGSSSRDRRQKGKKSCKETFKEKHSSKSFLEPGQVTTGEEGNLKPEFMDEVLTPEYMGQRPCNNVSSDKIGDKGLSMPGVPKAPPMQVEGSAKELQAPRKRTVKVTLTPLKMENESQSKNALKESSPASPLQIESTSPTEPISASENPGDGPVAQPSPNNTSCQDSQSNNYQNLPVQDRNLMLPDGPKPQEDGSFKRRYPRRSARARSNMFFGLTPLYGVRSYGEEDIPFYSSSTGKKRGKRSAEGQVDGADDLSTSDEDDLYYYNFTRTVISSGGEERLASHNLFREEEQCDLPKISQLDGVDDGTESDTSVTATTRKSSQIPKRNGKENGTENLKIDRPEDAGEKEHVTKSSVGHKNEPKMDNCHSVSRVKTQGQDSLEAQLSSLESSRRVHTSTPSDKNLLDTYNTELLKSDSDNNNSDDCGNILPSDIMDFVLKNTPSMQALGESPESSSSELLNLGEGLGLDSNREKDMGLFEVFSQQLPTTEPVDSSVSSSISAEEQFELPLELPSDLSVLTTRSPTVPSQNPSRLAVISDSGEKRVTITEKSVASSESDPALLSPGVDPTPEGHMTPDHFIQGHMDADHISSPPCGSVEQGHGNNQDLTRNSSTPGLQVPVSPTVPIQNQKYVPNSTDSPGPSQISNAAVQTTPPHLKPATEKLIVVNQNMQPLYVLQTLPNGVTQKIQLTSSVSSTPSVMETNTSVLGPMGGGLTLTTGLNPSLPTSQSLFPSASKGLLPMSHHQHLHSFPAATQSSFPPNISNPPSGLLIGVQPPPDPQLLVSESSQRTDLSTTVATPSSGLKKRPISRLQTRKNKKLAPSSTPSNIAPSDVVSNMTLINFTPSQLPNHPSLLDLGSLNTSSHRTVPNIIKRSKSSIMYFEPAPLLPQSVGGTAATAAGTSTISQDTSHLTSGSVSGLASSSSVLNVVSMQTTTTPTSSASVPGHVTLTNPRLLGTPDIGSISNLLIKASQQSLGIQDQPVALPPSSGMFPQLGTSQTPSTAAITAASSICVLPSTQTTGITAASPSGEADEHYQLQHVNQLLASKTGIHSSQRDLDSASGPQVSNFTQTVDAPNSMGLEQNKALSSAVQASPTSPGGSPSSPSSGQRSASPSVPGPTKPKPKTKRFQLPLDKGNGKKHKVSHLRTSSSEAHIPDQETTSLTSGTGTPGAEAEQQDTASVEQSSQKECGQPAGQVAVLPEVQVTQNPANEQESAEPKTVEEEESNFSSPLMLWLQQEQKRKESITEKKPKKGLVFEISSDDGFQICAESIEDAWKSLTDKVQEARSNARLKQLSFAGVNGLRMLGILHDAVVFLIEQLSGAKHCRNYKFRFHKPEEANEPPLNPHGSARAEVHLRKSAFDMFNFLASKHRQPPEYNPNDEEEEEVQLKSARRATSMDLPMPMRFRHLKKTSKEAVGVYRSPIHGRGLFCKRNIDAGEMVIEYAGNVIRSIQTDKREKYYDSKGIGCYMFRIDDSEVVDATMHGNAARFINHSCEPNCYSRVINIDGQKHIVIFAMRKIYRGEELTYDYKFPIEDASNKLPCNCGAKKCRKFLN
#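 Purified MLL-CXXC (added from a 7 uM solution) was preincubated 5 min at ambient with pinned compounds in 50 mM Tris-HCl pH 7.5, 50 mM NaCl, 1 mM DTT, 0.05% BSA. Fluorescein-labeled HOX-A9 DNA (50 nM solution) followed, 30 min, then polarization read.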
# ELG1 repair inh – qHTS screen for small molecules that inhibit ELG1-dependent DNA repair in human embryonic kidney (HEK293T) cells expressing luciferase-tagged ELG1; Potency, µM (top dose mostly 46.1 µM), without a hit: at the top dose activity change, negative = inhibition, hits mostly inhibitors; actives 2.3% (n = 330,000); HEK293T ELG1-luciferase reporter, luminescence, 16 h; DNA damage induced by 5-fluorouridine; AID 504467, 2011; further: potency means the concentration at half of the fitted maximal effect; on the % scale 0 is the no-effect control and ±100 the full control effect; nearly all actives have a fitted effect of over 55% in size
#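 Cells (2,000 per well) received 5-fluorouridine plus test compound or DMSO and were incubated 16 hr at 37 °C, 5% CO2. Luciferase activity was read by luminescence 30 min after ONE-Glo addition; signal suppression marked inhibition of damage-induced ELG1 function.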
# TSG101-PTAP inh – qHTS Assay for Iinhibitors of HIV-1 Budding by Blocking the Interaction of PTAP/TSG101; Tumor susceptibility gene 101 protein (Homo sapiens), Q99816; Fluorescence polarization, FITC-PTAP peptide / Tsg101 binding; Potency, µM (doses to about 115 µM), inactives show top-dose activity change, negative = inhibition, most hits filed as inhibitors; 340,000 tested, under 10 active; active means well fitted inhibition curve with a large enough effect in the main read-out, with a control signal flat, not every such curve was filed as active; inconclusive means small, poorly fitted or top-dose-only effect, or effect the other way, or a change in a side signal; inactive means no such curve, though single readings can be large or run the other way; further: potency means the concentration at half of the fitted maximal effect; % of control where 0% means no effect
#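 Steps: Tsg101 binding domain dispensed (10 uM final), compounds pinned in DMSO, FITC-labeled PTAP-motif peptide added (50 nM final); after 20 min binding at room temperature, polarization measured.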
# a7 integrin act – qHTS for Activators of Integrin-Mediated Alleviation for Muscular Dystrophy | alpha7betagal myoblasts, beta-gal FDG fluorescence, 48 h | Potency, µM (doses to about 38.3 µM), for the others: at the top dose activation, most hits filed as activators | actives 0.064% (n = 350,000) | AID 624291, 2012;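 further: potency means the concentration at half of the fitted maximal effect; 100% = response of the positive control SU9516; nearly all actives have a fitted effect of over 60% in size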
#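 Alpha7betagal+/- myoblasts (passage 13) were plated 16-24 hr, then exposed to compounds (1:260 dilution of DMSO stock) for 48 hours at 37C. After MPER lysis, β-galactosidase reporter activity was read as FDG fluorescence (ex 480/em 540) after 30 minutes.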
# A-T KAP1 phos – qHTS Assay for Identifying a Potential Treatment of Ataxia-Telangiectasia | actives 0.19% (n = 320,000) | […] A-T fibroblasts, KAP-1 phosphorylation AlphaLISA; neocarzinostatin DNA damage 30 min before lysis | Potency, µM (top dose mostly 57.5 µM), without a hit: at the highest dose activation, most hits filed as activators; further: potency means the concentration at half of the fitted maximal effect; % of control where 0% means no effect; nearly all actives have a fitted effect of over 45% in size
#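 hTERT-immortalized A-T patient fibroblasts ([…]), 500 cells/well in OPTI-MEM, 1% FBS, got compounds for 60 min, then NCS for 30 min at 37C. Lysates were then assayed for phospho-KAP-1 by AlphaLISA (anti-pKAP1 donor, anti-KAP1 acceptor beads), 6 hr at 25C.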
# BRCA1 expr up – qHTS Assay to Identify Small Molecule Activators of BRCA1 Expression; MCF7-BRCA1-FFLuc reporter, luminescence, 48 h; response scale: scaled: vehicle 0%, 10 µM genistein 100%; Potency, µM (top dose mostly 46.1 µM), for inactives: at the top dose activation, actives largely listed as activators; actives 1.1% (n = 380,000); further: potency means the concentration at half of the fitted maximal effect; nearly all actives have a fitted effect of over 80% in size; some results filed as inactive show a strong effect at the top dose
#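 48 h compound treatment of MCF7-BRCA1-FFLuc cells (phenol-red free MEM, 37 °C), then 15 min with luciferase substrate and luminescence imaging.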
# TCR act – Activators of T cell receptors: qHTS campaign. primary human leukocytes, anti-CD3, IL-2 HTRF, 48 h. Potency, µM (series often up to 9.22 µM), without a hit: at the top dose activation of IL-2 secretion, hits mostly activators. 330,000 tested, under 10 active; further: % of control where 0% means no effect
#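 Primary human leukocytes were stimulated with a-CD3 beads plus compounds for 48 hr without co-stimulation; secreted IL-2 was quantified by HTRF using a-IL-2-K (europium cryptate) and a-IL-2-d2, excited at 320nm with acceptor emission read at 665nm.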
# B2AR arrestin – qHTS assay of beta-arrestin-biased ligands of beta2-adrenergic receptor; Beta-2 adrenergic receptor (Homo sapiens), P07550; beta-arrestin recruitment to beta2AR, cell-based reporter; Potency, µM (titrated, usually from 46.1 µM), for inactives: at the highest dose activation, most hits filed as activators; actives 0.02% (n = 330,000);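 further: potency means the concentration at half of the fitted maximal effect; 0% = DMSO controls and full agonism = EC100 isoproterenol or metaproterenol; nearly all actives have a fitted effect of over 65% in size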
# TRPV1 agonist – HTS Assay for Compounds that Act as Agonists of the Vanilloid Receptor 1. actives 0.19% (n = 320,000). activation, % at 8.33 µM. TRPV1-expressing cells, Fluo-8 calcium influx, agonist mode. Transient receptor potential cation channel subfamily V member 1 (Homo sapiens), Q8NER1; in the data active means activation above about 80%; inconclusive means between about 30% and that limit; further: 0% is about no effect
#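 Fluo-8 calcium influx in TRPV1-expressing cells, kinetic read (ex 480/em 520 nm). Compound added and read 3 min for agonist activity, followed by capsaicin at EC20 final and 2 min further read for enhancement.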
# p53 reactivator – qHTS assay for re-activators of p53 using a Luc reporter. Potency, µM (series often up to 92.2 µM), inactives show at the top dose activity change, positive = activation, most hits filed as activators. H1299 p53-A138V BP100-luciferase reporter, luminescence, 24 h. actives 0.063% (n = 320,000); further: potency means the concentration at half of the fitted maximal effect; % of control where 0% means no effect; nearly all actives have a fitted effect of over 45% in size
#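 H1299 (p53-null), stable ts p53-A138V + BP100-Luc; 1000 cells/well, Opti-MEM/10% FBS; cpd 4 pt, 1:5; 24 h, 37 deg C, 5% CO2; detection reagent 10 min RT; luminescence.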
# An asterisk follows results filed as active; ? = inconclusive; nt = not tested or not shown; [ ] = dose if it differs, or a comment. Unless noted, the call rests on the fitted dose curve; in most records, active means well fitted curve in the direction sought with a large enough effect; inconclusive means small, poorly fitted or top-dose-only effect, or another doubt; inactive means no such curve, though single readings can be large; an effect the other way counts as inactive or inconclusive. Random draw from the library (roughly 3.8% active in at least one column).
nr	compound	CXXC DNA block	ELG1 repair inh	TSG101-PTAP inh	a7 integrin act	A-T KAP1 phos	BRCA1 expr up	TCR act	B2AR arrestin	TRPV1 agonist	p53 reactivator
1	CSc1nnc(-c2ccccc2)c(-c2ccccc2)n1	-11%	3%	-6%	?	5%	-15%	3%	-0.2%	16	-6%
2	COc1ccc(/C=C2\C(=O)ON=C2c2ccccc2)cc1	15%	?	-9%	18%	-7%	-33%	3%	0.2%	0	10%
3	Cc1ccc(CCNC(=O)C2CCN(S(=O)(=O)N3CCCC3)CC2)cc1	-3%	17%	-3%	-23%	2%	-1%	-3%	0.0%	11	-2%
4	CC(=O)Nc1coc2ccc(Br)cc12	2%	?	-1%	9%	5%	-25%	-11%	0.1%	3	-7%
5	CC(NC(=O)Nc1cccc([N+](=O)[O-])c1)c1ccc2c(c1)OCO2 (stereo unspecified)	4%	14%	-4%	-48%[inhibitor]	46%	-2%	0%	-1.1%	?	14%
6	COc1ccc(NC(=O)c2ccc(-n3nc(C)c[n+]3[O-])cc2)cc1	-1%	17%	1%	-1%	4%	6%	3%	0.1%	4	11%
7	COc1ccc(/C=N\NC(=O)c2nn(C)cc2Cl)cc1CN1CCOCC1	6%	-1%	-1%	11%	5%	17%	-3%[46.1 µM]	-0.8%	-7	-1%
8	COCCNS(=O)(=O)c1ccc2c(c1)C(=O)c1cc(S(=O)(=O)NCCOC)ccc1-2	-3%	?	0%	1%	2%	-5%[1.84 µM]	4%	-0.1%	1	0%
9	COc1cc(=O)[nH]c(SCC(=O)Nc2ccc3ccccc3c2)n1	26%	-2%	-2%	16%	5%	3%	8%	0.2%	0	2%
10	COc1ccc(C2=NN3C(=O)c4c(ccc(OC)c4OC)C3C2)cc1 (stereo unspecified)	16%	15%	-3%	15%	-4%	35%	2%	0.4%	9	-4%
11	CCC(Oc1cc(Cl)ccc1Cl)C(=O)N1CCCN(C)CC1 (stereo unspecified)	-3%	-6%	0%	-5%	-1%	1%	-1%	-1.1%	0	23%
12	Cc1nc2ccc(NS(=O)(=O)c3ccc(F)cc3)cc2s1	-4%	?	-3%	10%	4%	-5%	-7%	-1.1%	1	-2%
13	Cc1cccc(CN2CCN(Cc3ccc(-n4cccn4)cc3)CC2CCO)n1 (stereo unspecified)	3%	11%	-5%	10%	0%	-2%	0%	-0.5%	2	3%
14	COC(=O)c1ccc(C(=O)NC2CC(C)(C)Cc3c2cnn3-c2ccc(F)cc2)nc1 (stereo unspecified)	11%	8%	0%	-23%	18%	-52%	-5%	-0.2%	28	5%
15	Cn1cccc1-c1nc2ccccc2n1C	1%	?	-1%	-2%	-5%	27%	0%	0.1%	-2	5%
16	Cn1c(O)c(C2=c3ccccc3=NC2=O)sc1=Nc1ccc(Cl)cc1	0%	-20%	-3%	-40%	4%	7%	1%[46.1 µM]	-0.7%	-1	19%
17	Cn1c(=O)c(=O)n(C)c2cc(S(=O)(=O)N3CCOCC3)ccc21	-3%	-11%	-7%	-9%[7.66 µM]	0%	-7%	-4%	0.3%	0	-2%
18	Cc1cc(Cl)ccc1OCCCC(=O)NCCc1nnc2ccccn12	15%	10%	-8%	-2%	-5%	8%	3%	0.4%	8	1%
19	O=C(NC(=S)Nc1ccccc1N1CCN(C(=O)c2ccccc2)CC1)c1ccccc1F	5%	-29%	-2%	-45%	-2%	-62%	-5%	0.3%	13	-11%
20	CC(=O)N1CSCC1C(=O)O (stereo unspecified)	4%	-5%	0%	-16%	2%	20%	-3%	0.5%	1	-6%
21	CCCNC(=O)C1Cc2cc(S(=O)(=O)N3CCCC3)ccc2N1C(C)=O (stereo unspecified)	13%	-3%	-1%	-14%	0%	0%	-2%	-0.3%	-3	-5%
22	Cc1ccc(C)c(SCC(=O)c2ccc[nH]2)c1	-10%	24%	-6%	16%	8%	47%	-1%	3.0%	25	0%
23	CCCCn1c(SCC(=O)NC2CCS(=O)(=O)C2)nc2cc(S(N)(=O)=O)ccc21 (stereo unspecified)	9%	-4%	-4%	-17%	0%	8%	-6%	-0.9%	-7	-1%
24	Cc1[nH]nc2oc(=O)c(CCO)c(C)c12	5%	10%	-6%	12%	-4%	-2%	5%	-0.4%	-3	-3%
25	COc1ccc(S(=O)(=O)CCc2nnc(NC(C)=O)s2)cc1	-2%	0%	1%	-32%	1%	22%	0%	0.1%	-1	-4%
26	CC(C)CC(=O)NC(=S)Nc1ccccc1N1CCCC1	4%	-7%	-7%	15%	1%	-35%	15%	-0.5%	?	10%
27	O=C(Nc1ccccc1)/C(=C/c1ccccc1)NC(=O)c1ccco1	2%	-1%	0%	23%	-5%	3%	3%	0.3%	2	1%
28	COC(=O)c1ccc(COc2ccc(C=O)cc2)o1	-6%	16%	0%	0%	-3%	19%	nt	0.2%	-2	1%
29	Cc1ccccc1C(=O)NNC(=O)C1CCN(C(=O)Nc2ccccc2)CC1	nt	?	3%	3%	0%	-3%	-1%	0.3%	0	12%
30	CN1CCN(c2ccc(NC(=O)CSc3nnnn3-c3ccccc3Cl)cc2)CC1	2%	?	-13%	-58%[inhibitor]	-7%	7%	2%	0.4%	-2	12%
31	Cc1cc(C)nc(Sc2c(C)n[nH]c2C)n1	0%	10%	-1%	-16%	-3%	6%	5%	-0.8%	-1	-4%
32	CCN1CCc2nc(NC(=O)C(c3ccccc3)c3ccccc3)sc2C1	19%	-5%	-2%	-4%	nt	-1%	-2%	0.5%	10	0%
33	COc1ccc(NC(=O)CC2C(=O)N(C)C(=S)N2CCc2ccccc2F)cc1 (stereo unspecified)	?	?	0%	5%	2%	-40%	-2%	-0.3%	2	-5%
34	Cc1cc(C)nc(NNS(=O)(=O)c2ccc(F)c(Cl)c2)n1	nt	?	-7%	18%	8%	0%	1%	0.5%	1	-3%
35	COc1cccc(C(=O)N(Cc2cccs2)C2CCS(=O)(=O)C2)c1 (stereo unspecified)	-10%	0%	0%	-4%	-27%	-11%	-80%	-0.4%	3	-3%
36	c1ccc(-c2nc(N3CCOCC3)sc2-c2ccccc2)cc1	7%	-20%	-4%	3%	0%	0%	6%	0.0%	28	23%
37	COc1cc(C(=O)OCC(=O)NC2CCCC2)cc(OC)c1OC	-4%	20%	-4%	?	-7%	-6%	-8%	0.4%	0	-2%
38	Cc1ccc(S(=O)(=O)/N=C2\CN(C)C(=O)N2C)cc1	-6%	2%	1%	9%	5%	-1%	nt	0.1%	2	-3%
39	CCc1noc(C)c1C(=O)Nc1nc2c(C)cccc2s1	nt	15%	-1%	-10%	-6%	52%	1%	0.3%	-3	11%
40	COc1ccc(CNC(=O)c2ccc(S(=O)(=O)N3CCOCC3)cc2)cc1	nt	6%	-6%	7%	1%	-23%	1%	0.0%	20	-3%
41	CCC1CN(C(=O)N2CCC(C(=O)NCc3ccc(OC)cc3OC)CC2)c2ccccc2O1 (stereo unspecified)	-2%	?	0%	16%	2%	2%	1%	0.3%	-1	1%
42	Cc1ccc(-c2nc(SC(C)C(=O)N3CCOCC3)n[nH]2)cc1 (stereo unspecified)	28%	11%	-5%	-40%	19%	4%	-2%	0.1%	2	1%
43	CN(C)c1ccc(CN(Cc2ccco2)C(=O)c2ccco2)cc1	-3%	-2%	-7%	2%	-18%	-3%	-1%	-0.5%	1	-5%
44	CCOC(=O)C1CCCN(C(=O)c2cc(S(=O)(=O)Nc3ccccc3OC)ccc2C)C1 (stereo unspecified)	10%	-14%	5%	1%	-5%	0%	-3%	-0.3%	1	-1%
45	CCc1c(O)cc2n(c1=O)-c1ccc(Cl)cc1C2(C)C	-5%	-12%	-3%	5%	-1%	-9%	2%[46.1 µM]	-0.1%	2	-6%
46	CCNC(=O)C(=O)Nc1ccc([N+](=O)[O-])cc1	-6%	?	-4%	-2%	-1%	26%	-2%	0.1%	1	0%
47	COc1cc(C2NC(=O)NC(c3ccccc3)=C2C(C)=O)c(Cl)cc1OCC(=O)O (stereo unspecified)	16%	2%	-4%	-17%	-7%	-5%	4%	0.0%	-3	4%
